# Compound activity as filed in PubChem BioAssay.
# PPC-1+TRAIL kill – compounds killing PPC-1 cancer cells with TRAIL present, primary screen, TRAIL potentiator project, ATPLite luminescence, uHTS. PPC-1 cells + TRAIL, ATPLite viability luminescence. cell killing (% activity), % at 4 µM. actives 0.41% (n = 220,000). AID 1443, 2008;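 active = cell killing above 50% in the first pass at 4 µM, then a duplicate retest at 5 µM averaging 50% or more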;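 also: plate controls were cells with TRAIL plus DMSO for no effect and medium-only wells lacking cells for full effect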
# CHOP inhibitor – inhibitors of CHOP promoter induction, primary screen, cell-based, unfolded protein response, luciferase reporter. actives 3.8% (n = 220,000). CHO-K1 CHOP-promoter luciferase, tunicamycin-induced, 15-18 h. AID 2732, 2010. inhibition, % at 10 µM;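 active = compounds that reduced the stress-induced luciferase reporter signal by more than about 70% of percent inhibition, limit read from the data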;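 also: 0% = tunicamycin plus vehicle and 100% = wells without tunicamycin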
# FXIIa inh 1536 – human FXIIa protease inhibitors, primary screen, biochemical, 1536-well; Coagulation factor XII (Homo sapiens), P00748; purified FXIIa, Boc-QGR-AMC fluorogenic substrate, 2 h; inhibition, % at 5 µM; actives 0.3% (n = 220,000); in the data active = inhibition above about 40%;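 also: 0% = enzyme with no compound and 100% = blank without enzyme; many of its hits are not listed in these tables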
# L929 necroptosis – inhibitors of zVAD-triggered necroptosis, primary screen, L929 cells; actives 0.38% (n = 220,000); L929 zVAD necroptosis rescue, ATP luminescence, 24 h; with zVAD 60 µM; AID 1377, 2008; viability rescue, % at 10 µM;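 active = activation, scaled between plate controls, above about 75%, limit read from the data; inactive = activation under that limit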;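 also: 0% = zVAD with DMSO and 100% = DMSO alone without zVAD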
# FXIa inh 1536 – human FXIa protease inhibitors, primary screen, biochemical, 1536-well; Coagulation factor XI (Homo sapiens), P03951; purified FXIa, Boc-Glu-Ala-Arg-AMC fluorogenic substrate; inhibition, % at 5 µM; actives 0.14% (n = 220,000); AID 798, 2007;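 active = inhibition of at least 40%; inactive = inhibition below 40%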;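 also: fluorescence of freed AMC excited at 355 nm; 0% = enzyme without compound and 100% = no enzyme blank; many of its hits are not listed in these tables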
# Target sequence (P03951 19-387 limits assumed): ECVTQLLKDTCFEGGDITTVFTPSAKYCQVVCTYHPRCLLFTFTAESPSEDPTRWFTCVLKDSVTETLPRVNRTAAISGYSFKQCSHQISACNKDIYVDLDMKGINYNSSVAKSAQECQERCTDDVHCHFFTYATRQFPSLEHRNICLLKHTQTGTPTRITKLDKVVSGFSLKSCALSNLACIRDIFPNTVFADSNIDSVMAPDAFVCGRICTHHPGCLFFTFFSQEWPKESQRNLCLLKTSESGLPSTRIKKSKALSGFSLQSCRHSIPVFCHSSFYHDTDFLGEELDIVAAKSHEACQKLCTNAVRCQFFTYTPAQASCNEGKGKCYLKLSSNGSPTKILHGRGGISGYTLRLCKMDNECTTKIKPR
# Target sequence (P03951 388-625 limits assumed): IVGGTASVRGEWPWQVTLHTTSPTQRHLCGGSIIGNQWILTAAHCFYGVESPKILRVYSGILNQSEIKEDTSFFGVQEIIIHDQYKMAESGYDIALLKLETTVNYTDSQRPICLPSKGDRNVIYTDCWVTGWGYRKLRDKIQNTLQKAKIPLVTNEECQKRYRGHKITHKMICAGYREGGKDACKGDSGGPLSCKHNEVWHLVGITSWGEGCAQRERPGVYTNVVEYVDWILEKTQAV
# EP2 antag – human EP2 receptor antagonists, primary screen, TR-FRET cAMP, C6 glioma cells; inhibition, % at 25 µM; Prostaglandin E2 receptor EP2 subtype (Homo sapiens), P43116; C6 glioma cells expressing human EP2; cells stimulated with saturating PGE2; actives 0.52% (n = 260,000); AID 1422, 2008;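 active = percent inhibition above 40 after rounding to a whole number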;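 also: rat C6 glioma host cells with rolipram phosphodiesterase inhibitor present; the protocol text gives 20 µM as final concentration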
# Target sequence (P43116 whole entry, looked up): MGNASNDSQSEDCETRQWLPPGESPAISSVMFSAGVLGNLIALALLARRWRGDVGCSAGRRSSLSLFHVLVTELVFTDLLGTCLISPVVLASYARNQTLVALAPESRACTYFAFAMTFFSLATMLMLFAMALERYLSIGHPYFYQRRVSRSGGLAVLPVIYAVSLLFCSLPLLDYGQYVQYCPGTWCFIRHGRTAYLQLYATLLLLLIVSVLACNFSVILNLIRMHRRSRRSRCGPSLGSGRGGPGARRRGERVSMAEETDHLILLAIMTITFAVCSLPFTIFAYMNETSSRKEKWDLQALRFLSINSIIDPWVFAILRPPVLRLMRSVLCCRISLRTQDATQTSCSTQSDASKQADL
# TbHK1 inh – Trypanosoma brucei hexokinase 1 inhibitors, primary screen, biochemical, G6PDH-coupled NADH absorbance, MLSCN library; hexokinase 1 [Trypanosoma brucei]; recombinant TbHK1, G6PDH-coupled NADH A340; inhibition, % at 10 µM; actives 0.11% (n = 220,000); AID 1430, 2008;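 active = inhibition of 50% or more in the single-dose primary screen; inactive = inhibition below 50%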
# TNF necrop inh – inhibitors of TNF-alpha triggered necroptosis, primary screen, cell-based, Jurkat FADD-/-, single concentration; Jurkat FADD-/- TNF necroptosis rescue, ATP luminescence, 24 h; 0 = TNF only, 100 = no-TNF cells; AID 463075, 2010; actives 0.068% (n = 220,000); activation (protection from cell death), % at 10 µM;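 active = activation, meaning protection from cell death, of at least 50% relative to plate controls; inactive = activation below 50%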;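 also: necroptosis triggered by 40 ng/mL TNF-alpha added together with compound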
# Wee1 degr inh – Wee1 degradation inhibitors, primary screen, cell-based, HeLa, Wee1K328M-luciferase, luminescence; AID 1321, 2008; reporter increase, % at 5 µM; HeLa Luc-Wee1K328M stability; 100% = proteasome inhibitor MG132 effect; actives 1.2% (n = 220,000); Wee1-like protein kinase (Homo sapiens), P30291;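 active = activation above the mean of all tested compounds plus 3 SD, set per screening run, cut at about 8.8% in these data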;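 also: cells exposed to compound for 20 h before luminescence read; 0% = DMSO alone and 100% = MG132 at 30 µM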
# * marks the source's active call; other numbers are inactive results; nt = no result given; & = joins results of further samples.
# Sequence of screens: PPC-1+TRAIL kill	CHOP inhibitor	FXIIa inh 1536	L929 necroptosis	FXIa inh 1536	EP2 antag	TbHK1 inh	TNF necrop inh	Wee1 degr inh
1: O=C(CCl)NCc1cc(-c2ccc(Cl)cc2)no1
→ 27.6	4.3	9.2	8.3	-1.6	6.3	3.1	-9.6	-0.6
2: COc1ccc(N(CC(=O)NCc2cccs2)S(=O)(=O)c2cccnc2)cc1
→ 8.2	-12.6	9.3	0.1	5.5	4.8	7.2	0.0	0.7
3: CCCNC(=O)NCCC12CC3CC(CC(C3)C1)C2
→ 7.2	6.2	14.1	30.8	2.5	-0.8	-0.2	-0.5	-2.0
4: O=C(NC1CCCCC1)C1(c2ccccc2)CC1(Cl)Cl (stereo unspecified)
→ 21.3	1.4	5.6	0.4	4.0	13.2	-1.6	1.2	3.3
5: COc1ccc(Cn2c(N)c(C#N)c3nc4ccccc4nc32)cc1
→ -0.6	27.6	-7.1	-0.1	4.7	nt	3.2	-3.4	-0.6
6: CCc1sc(N2C(=O)C3C4CCC(C4=C(C)C)C3C2=O)nc1-c1ccccc1 (stereo unspecified)
→ 19.9	25.0	5.7	0.2	2.1	6.4	1.7	-2.5	-1.6
7: CCCCN(C(=O)/C=C/c1ccco1)c1c(N)n(CC(C)C)c(=O)[nH]c1=O
→ 9.2	10.9	4.4	2.4	-4.2	6.2	-16.8	-0.6	-1.4
8: O=c1[nH]c2ccc(Cl)cc2c(-c2ccccc2)c1N1CCN(c2ccccn2)CC1
→ 12.4	70.6*	9.4	3.4	1.3	7.2	-3.9	-3.3	-0.6
9: Cc1cc([N+](=O)[O-])ccc1-c1ccc(C2Nc3ccccc3C(=O)N2O)o1 (stereo unspecified)
→ 15.1	75.7*	15.5	5.6	1.9	9.7	0.9	-12.8	1.6
10: CCCCn1cnc2cc(NCc3cccc(OC)c3O)ccc21
→ 11.4	16.7	5.6	-0.2	0.5	12.7	-2.5	-9.0	0.8
11: Cc1ccc(NC(=O)COC(=O)c2cc(C)nc3ccccc23)c([N+](=O)[O-])c1
→ 19.4	-1.5	-0.9	0.7	-6.9	7.7	-5.9	2.1	-2.6
12: Cc1cc(NC(=O)/C=C/C(=O)N(c2ccccc2C)C(C(=O)NC2CCCC2)c2ccc(F)cc2)no1 (stereo unspecified)
→ 46.0	87.6*	18.4	24.2	-13.6	nt	3.5	-13.5	0.0
13: COc1ccc(NC(=S)N/N=C/c2ccc(F)cc2)cc1OC
→ 1.4	7.8	7.7	-0.3	-5.5	10.8	-11.3	0.0	0.3
14: Cc1ccc(-c2n[nH]c(=S)n2/N=C\c2ccco2)cc1
→ 7.4	9.3	4.8	3.0	-3.2	8.7	-7.5	3.7	7.5
15: Fc1ccc2c(c1)C(c1ccncc1)=NNC(c1cccnc1)=N2
→ 22.9	6.2	20.9	0.0	2.9	8.3	-2.4	-4.1	-2.4
16: CCCCN(C)C(=O)c1cn(C)c2ccc(S(=O)(=O)N(C)C)cc2c1=O
→ nt	-0.2	6.1	1.3	-1.3	5.5	-32.4	5.2	-2.8
17: CC1CCN(C(=O)c2ccc3c(Cl)c4c(nc3c2)CCCC4)CC1
→ 9.5	12.4	0.9	-0.7	-0.6	5.0	1.6	-0.3	-0.7
18: Cc1ccc(NC(=O)COC(=O)c2ccc(Cl)cc2)cc1S(=O)(=O)N(C)C
→ 33.3	18.7	8.2	1.1	-0.2	7.8	9.5	0.3	-1.4
19: CCOc1ccc(CN(CCO)CCO)cc1C(=O)OC
→ -10.9	11.4	-0.2	-0.3	-6.7	5.8	2.1	-2.8	2.7
20: CC(=O)Nc1ccc(-c2csc(NC(=O)CCCc3cccs3)n2)cc1
→ 22.4	4.7	7.0	1.4	3.2	4.8	9.9	5.3	0.2
21: COc1ccc(C(CC(=O)c2ccc(C)cc2)C(C#N)C#N)cc1OC (stereo unspecified)
→ 6.7	-23.2	12.2	-0.7	1.3	5.8	11.9	-9.3	-1.7
22: Cc1ccccc1NS(=O)(=O)c1cccc(-c2nnc(-c3ccccc3)o2)c1
→ -12.5	21.6	20.0	0.2	16.9	19.1	5.1	0.0	-3.4
23: Cc1cc(C)n(CC(=O)c2ccc(Br)cc2)c(=O)c1C#N
→ 1.0	10.7	16.7	-0.3	1.8	7.5	-11.3	-0.1	-0.4
24: O=C(CSc1ncnc2c1oc1ccccc12)OCc1ccccc1
→ -15.5	13.6	4.8	0.0	-7.4	6.1	0.0	1.2	-1.4
25: Cc1cccc(C)c1NC(=O)CCCCCNS(=O)(=O)c1ccccc1
→ 20.2	-4.6	3.4	0.6	24.8	5.2	4.4	1.1	4.0
26: COc1ccc(Cn2c(CCC(=O)Nc3ccc(C)cc3)nc3cccnc32)cc1
→ 0.0	28.5	-15.7	0.7	-3.1	4.0	-7.4	2.1	-1.0
27: O=C(O)C1=C[C@H](c2ccc(F)cc2)C[C@H](OCCCCO)O1
→ 7.2	28.6	4.8	-0.7	-2.7	16.9	-2.1	0.6	nt
28: COc1cc(OC)cc(-c2n[nH]c(=S)n2-c2ccc3c(c2)OCO3)c1
→ -24.8	-1.4	8.1	-0.2	-1.3	8.3	-3.8	0.4	-3.2
29: Cc1ccc(C(=O)NN2C(=O)C3C4c5ccccc5C(c5ccccc54)C3C2=O)cc1 (stereo unspecified)
→ -9.4	24.2	2.6	0.2	-7.8	5.8	-4.2	0.8	-1.3
30: CCc1nc(SCc2ccccn2)c2c(=O)n(C)c(=O)n(C)c2n1
→ nt	33.7	18.0	-0.8	-6.1	6.0	2.6	0.8	-0.3
31: O=C(CSc1nnc(-c2cccs2)n1-c1ccccc1)NCc1ccc2c(c1)OCO2
→ 7.1	34.1	6.6	-0.6	-1.4	7.0	0.7	-0.5	3.4
32: O=C1C=C(O)CC(c2cccs2)C1 (stereo unspecified)
→ 0.6	18.1	0.4	-0.1	5.1	9.0	8.6	-1.4	1.2
33: Cc1ccc(-n2[nH]c(C)c(/C=N/c3cccc(C)n3)c2=O)cc1
→ 31.6	-15.9	12.9	-0.5	-3.3	-0.9	-1.5	-15.1	0.3
34: Cc1cc(SCNC(=O)c2ccccc2)nc(C(C)C)n1
→ -12.6	-3.0	5.3	-0.1	-6.7	4.0	-8.2	-0.8	-1.0
35: Cc1ccccc1-n1c(SCc2c(C)noc2C)nnc1-c1cccnc1
→ 6.8	7.2	14.9	-0.3	6.1	1.0	-2.8	-1.5	-1.5
36: CCOc1ccccc1OCCN1CCC(Cc2ccccc2)CC1
→ 12.5	26.4	7.0	-0.3	2.6	10.3	26.4	2.8	0.6
37: CCOCCCNC(=S)N1CCC(C(=O)c2ccc3c(c2)OCCO3)CC1
→ 13.0	-0.6	1.8	0.1	-0.9	6.7	2.3	2.9	2.7
38: COc1ccc(NC(=S)N(CCCN2CCCCCC2)Cc2cccs2)cc1
→ 0.5	0.9	4.0	-1.7	-5.2	3.9	-1.9	1.3	-1.9
39: CCOc1ccc(-c2nnn(CC(=O)c3ccc4c(c3)OCCO4)n2)cc1OCC
→ 13.6	1.0	7.9	0.6	2.5	3.7&10.1	-9.0	-5.3	3.6
40: CN1C(C(=O)NCc2ccc(OC(F)(F)F)cc2)CC2Cn3c(nc4cc(Cl)c(Cl)cc43)C21 (stereo unspecified)
→ 16.2	33.3	14.4	0.8	2.4	14.8	-8.9	3.9	nt
41: Cc1ccc(Cn2c(C(=O)NCCCN3CCOCC3)cc3sccc32)cc1
→ 22.2	-20.4	11.4	-0.7	0.6	7.8	-3.2	2.1	-1.9
42: FC(F)(F)c1nc(N2CCCC2)ncc1-c1nnnn1-c1ccc(Cl)cc1
→ 22.9	67.0	-4.3	-1.2	2.3	11.2	-3.9	-4.3	-0.9
43: O=c1c2ccccc2n2c(-c3cccc(Cl)c3)nnc2n1Cc1ccccc1
→ 28.8	25.4	7.2	-0.6	2.4	6.6	0.7	3.5	-0.8
44: CN(C)c1nc(SCC#N)nc(N2CCOCC2)n1
→ -2.4	11.9	6.7	-0.2	-2.3	14.5	1.4	-1.1	3.8
45: CCOc1ccc(S(=O)(=O)NCC2CCCO2)c2cccnc12 (stereo unspecified)
→ 5.3	-5.8	5.3	0.4	-4.3	11.2	5.0	0.7	0.5
46: Cc1ccc(OCC(=O)Nc2ccccc2F)cc1C
→ 11.3	-5.0	3.3	1.7	-5.6	1.8	0.9	0.0	0.6
47: COC(=O)C1=C(C)N=C2SC(C#N)=C(N)N2C1c1cc(OC)c(OC)c(OC)c1 (stereo unspecified)
→ 2.7	3.3	10.9	0.7	2.6	17.9	-2.5	-1.1	-2.0
48: COc1ccc(CCN2CCCn3c2nc2c3c(=O)n(Cc3ccccc3F)c(=O)n2C)cc1OC
→ 6.8	42.8	9.8	-0.2	-2.0	8.6	-7.0	-4.0	-3.1
49: CC(O)c1nc2ccccc2n1CC(=O)Nc1ccc2c(c1)OCCO2 (stereo unspecified)
→ 16.3	-11.0	2.5	0.5	-3.0	7.1	-3.9	1.1	-3.5
50: CC1CCC(NC(=O)CN2CCC(n3nnc4cc(F)ccc43)CC2)CC1 (stereo unspecified)
→ 13.2	27.5	5.5	0.3	-1.7	7.5	-1.3	1.5	-2.0
51: CCOC(=O)c1cnn(-c2ncnc3c2cnn3C)c1N
→ -4.7	-17.1	3.9	0.8	0.0	8.3	-10.1	5.8	-0.7
52: CCc1nnc(NC(=O)Cc2c[nH]c3ccccc23)s1
→ -8.6	-0.8	8.2	-1.6	1.3	2.2	7.2	-0.7	-3.6
53: COc1ccc(-c2c[n+]3c4n2CCCCC4=C(c2ccccc2)C3)cc1
→ 34.8	17.7	-1.8	0.4	-3.5	12.8	-13.6	-3.6	-1.2
54: c1ccc(-n2cnnc2SCc2cn3cccnc3n2)cc1
→ 19.7	-8.4	12.5	0.0	14.5	3.0	-4.6	-0.2	-3.4
55: O=C(CCCn1c(=O)[nH]c2cc(Cl)ccc2c1=O)NC1CCCCCCC1
→ 14.3	34.3	-3.3	0.0	-7.0	11.4	35.0	-0.2	-1.0
56: CCN(CC)CCN1C(=O)C(O)=C(C(=O)c2sc(C)nc2C)C1c1cccnc1 (stereo unspecified)
→ 9.5	16.0	11.0	-0.3	-0.9	11.6	-23.4	-0.9	-0.2
57: Cc1ccc(S(=O)(=O)N2CCCC2C(=O)Nn2cnnc2)cc1 (stereo unspecified)
→ 15.6	8.4	3.6	0.6	-7.1	0.7	-2.4	-1.5	0.5
58: CCOc1ccc(C(=O)Oc2ccc(NC(C)=O)cc2)cc1
→ -0.1	83.2*	2.3	10.0	-4.8	6.8	1.1	0.3	-0.3
59: CCOC(=O)c1sc(NC(=O)CSc2nccc(C)n2)nc1C
→ 14.4	6.3	2.7	2.1	0.9	0.9	-2.5	2.5	-3.8
60: COc1ccc(/C=N\NC(=O)c2cccc(Br)c2)c(OC)c1
→ 14.1	0.9	11.3	-0.6	1.8	11.9	-16.7	0.3	1.1

# Some of the compounds tested (hit frequency here may not be typical).
